High-throughput results (PubChem)
ERAP1 HTS inh – human ERAP1 aminopeptidase inhibitors, primary screen, biochemical, single point, plate reader; 340,000 compounds, 0.15% hits; inhibition, % at 10.7 µM; Endoplasmic reticulum aminopeptidase 1 (Homo sapiens), Q9NZ08; recombinant ERAP1, Leu-AMC fluorescence, 60 min;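 active = mean replicate inhibition of at least 30%, or all replicates individually reaching that 30% level; inactive = mean below 30% and not every replicate reaching it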;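 also: 0% = neutral control wells and 100% = L-leucinethiol positive control wells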
Target sequence (Q9NZ08 whole entry, looked up): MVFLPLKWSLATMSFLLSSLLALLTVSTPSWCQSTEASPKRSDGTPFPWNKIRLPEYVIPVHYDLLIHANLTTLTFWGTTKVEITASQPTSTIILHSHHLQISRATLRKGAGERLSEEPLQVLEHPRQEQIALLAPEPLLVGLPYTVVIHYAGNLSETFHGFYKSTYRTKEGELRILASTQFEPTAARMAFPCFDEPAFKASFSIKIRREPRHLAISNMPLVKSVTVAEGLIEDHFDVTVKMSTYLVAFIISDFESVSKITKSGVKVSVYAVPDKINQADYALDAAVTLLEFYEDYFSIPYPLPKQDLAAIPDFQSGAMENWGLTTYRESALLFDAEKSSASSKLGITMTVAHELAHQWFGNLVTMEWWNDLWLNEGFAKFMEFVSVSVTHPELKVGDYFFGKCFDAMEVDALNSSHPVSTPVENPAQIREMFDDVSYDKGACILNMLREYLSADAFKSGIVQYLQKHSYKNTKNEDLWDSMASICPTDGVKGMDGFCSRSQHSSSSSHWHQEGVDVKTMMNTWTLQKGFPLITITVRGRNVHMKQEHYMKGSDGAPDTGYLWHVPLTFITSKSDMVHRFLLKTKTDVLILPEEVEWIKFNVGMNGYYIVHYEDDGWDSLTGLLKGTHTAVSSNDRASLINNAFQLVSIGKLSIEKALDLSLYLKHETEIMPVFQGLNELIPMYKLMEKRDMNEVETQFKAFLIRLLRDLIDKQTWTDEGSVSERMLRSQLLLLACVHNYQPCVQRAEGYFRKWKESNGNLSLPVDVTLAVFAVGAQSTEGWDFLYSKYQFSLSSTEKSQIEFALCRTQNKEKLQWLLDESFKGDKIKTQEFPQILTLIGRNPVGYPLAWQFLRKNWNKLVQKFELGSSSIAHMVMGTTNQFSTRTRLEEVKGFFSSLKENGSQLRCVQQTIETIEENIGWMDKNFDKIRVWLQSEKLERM
esBAF inh – Bmi1 luciferase reporter increase in mESCs, primary screen, esBAF inhibitor project, mouse ES cells, Bmi1 luciferase knock-in, single point; AID 602393, 2012; reporter increase, % at 12.5 µM; 350,000 compounds, 2% hits; 24 h; 100% = twice the neutral-well signal; in the data active = activation above about 40%; inconclusive = no clear call, values can overlap the other calls;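 also: 0% = median of the plate's neutral control wells and 100% = double that signal; a rise in the Bmi1 reporter signal indicates esBAF inhibition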
GSIS activator – GLuc luminescence reporter in INS-1E cells, primary screen for activators of glucose-dependent secretion of insulin | INS-1E GLuc reporter insulin secretion, 2-3 h | AID 743287, 2014 | 370,000 compounds, 0.61% hits | activation, % at 16.6 µM;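 active = lowest replicate activation of at least 40%, so every replicate reaches that level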;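 also: 0% = median of neutral control wells and 100% = median of IBMX positive control wells; some compounds called inactive have numbers as strong as hits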
XiGFP reactiv – activators of inactive X chromosome reactivation, primary screen, imaging, XiGFP fibroblasts, GFP high-content imaging, set 2 | XiGFP mouse fibroblasts, % GFP-positive cells imaging, 3 d; cells co-treated with 5-aza-dC sensitizer; scaled so ellipticine positive control = 100% | activation, % at 7.58 µM | 360,000 compounds, 0.055% hits;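 active = mean normalized replicate activation at least 10% and every replicate at or above 10%; inconclusive = only one of the two criteria met; inactive = mean below 10% and not all replicates reach 10%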;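 also: 0% = median of on-plate neutral control wells and 100% = ellipticine 6 µM median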
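System: 68-5-11 XiGFP fibroblast line; Timing: 3 days compound exposure; Compound dosing: one concentration, pinned; Benchmarks: positive control ellipticine, 6 µM final; Buffer or medium: DMEM containing 5-aza-dC.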
CFTR F508del cor – F508del CFTR correction, initial screen, CFBE line, single point | CFBE cells, YFP halide quenching; stimulated with forskolin plus potentiator P3; % fluorescence drop versus neutral controls | activity (quench increase), % at 7.58 µM | 350,000 compounds, 0.36% hits;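 active = mean added fluorescence quench of at least 8% versus neutral control, with both replicates also reaching 8%; inconclusive = only one of the mean or replicate conditions met; inactive = mean below 8% and not both replicates reaching 8%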;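 also: cells transiently co-express mutant CFTR-F508del with the halide-sensitive YFP; corrector assay measuring rescue of mutant channel to the surface after 24 h compound exposure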
RAD54 inh – inhibitors of human RAD54 branch migration, primary screen, biochemical, fluorescence, single point. DNA repair and recombination protein RAD54-like (Homo sapiens), Q92698. RAD54 Holliday junction branch migration, FAM/BHQ fluorescence. inhibition, % at 10.4 µM. 360,000 compounds, 0.14% hits;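 active = mean normalized replicate activity at least 40 and at least half of replicates scoring 40 or more; inconclusive = only one of the two criteria met; inactive = mean below 40 and under half of replicates reaching 40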;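 also: 0% = median of neutral control wells and 100% = median of positive control wells; inhibitors cause a drop in the FAM fluorescence signal; in these data hits start at about 50%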
RAD52 inh – RAD52 DNA annealing inhibitors, primary screen, biochemical, FRET, single point, set 2; recombinant RAD52 DNA annealing, FRET fluorescence; inhibition, % at 18.7 µM; 360,000 compounds, 0.46% hits;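 active = every replicate showing at least 50% inhibition; inconclusive = mean inhibition at least 50% but not in every replicate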
ARNT TACC3 PPI – disruptors of ARNT/TACC3 protein interaction, primary screen, biochemical, AlphaScreen, single concentration; AID 623870, 2012; AlphaScreen His-ARNT PAS-B/GST-TACC3 binding, luminescence; TACC3 fragment carries E629A point mutation; 390,000 compounds, 0.66% hits; Transforming acidic coiled-coil-containing protein 3 (Homo sapiens), Q9Y6A5; inhibition, % at 9.99 µM;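 active = mean inhibition of replicates at least 50% and at least half of replicates each reaching 50%; inconclusive = half or more replicates reach 50% but mean below 50%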;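 also: 0% = complete ARNT plus TACC3 wells and 100% = ARNT alone without TACC3; many hits fall short of the cut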
* marks the source's active call; other numbers are inactive results; ? = inconclusive; nt = no result given; & = joins results of further samples.

molecule	ERAP1 HTS inh	XiGFP reactiv	RAD54 inh	GSIS activator	esBAF inh	CFTR F508del cor	RAD52 inh	ARNT TACC3 PPI
C[C@H](CO)N1C[C@H](C)[C@@H](CN(C)C(=O)C2CCCCC2)Oc2cc(C#Cc3ccncc3)ccc2S1(=O)=O	-6.7	-1.2	-3.0	-20.5	0.8	1.5	-0.1	12.6
O=S(=O)(/C=C/c1ccccc1)N1CCN(c2nc(-c3cccnc3)nc3ccccc23)CC1	1.5	0.1	nt	15.5	nt	nt	-81.2	23.1
Cc1nc(/C=C\C(=O)O)c2cc(C)oc2n1	-0.7	0.1	nt	17.0	nt	0.0	-14.9	10.6
O=C(C[C@@H]1CC[C@H]2[C@@H](COC[C@@H](O)CN2Cc2ccccc2F)O1)N1CCc2ccccc2C1	3.4	0.2	1.9	-14.7	7.7	-1.1	-9.5	-4.1
C[C@H](CO)N1C[C@H](C)[C@H](CN(C)C(=O)CC2CC2)Oc2cc(-c3cccnc3)ccc2S1(=O)=O	-4.7	0.0	4.5	8.9	-6.8	1.0	12.6	-1.1
O=C(C1CCCC1)N1CC(=O)N2[C@H](CO)[C@@H](c3ccc(C#Cc4cccc(F)c4)cc3)[C@@H]2C1	nt	0.1	nt	-3.1	nt	6.8	-20.8	nt
Cc1cc(C)cc(NC(=O)CN2CCN(c3ccccn3)CC2)c1	1.0	0.1	1.1	-4.7	-13.5	-0.5	-7.7	-4.7
COC(=O)c1sc(N(C)C)c(C#N)c1-c1ccccc1	-0.3	-0.1	1.9	-2.2	3.8	-0.1	-7.1	8.4
CCc1cc2c(nc1CC)CCCN2S(=O)(=O)c1cccs1	-1.7	0.2	nt	nt	nt	-2.6	-14.3	nt
Cc1ccc(S(=O)(=O)c2nc(S(=O)(=O)c3ccc(C)cc3)c(N3CCN(CCO)CC3)s2)cc1	-1.8	0.0	3.7	-23.5	-3.8	-2.3	1.0	nt
CC(/C=N/N1CCN(c2ccccc2)CC1)=C\c1ccco1	-0.4	nt	-5.1	-1.9	1.5	-1.8	-10.6	-0.6
COc1ccc(F)cc1C(=O)C1CCCN(C(=O)C2=C(C)OCCO2)C1 (stereo unspecified)	7.6	0.1	nt	8.9	nt	-1.7	0.3	-1.8
CN1CCN(C(=O)C[C@H]2CC[C@H]3[C@H](COc4ccc(NC(=O)C5CCOCC5)cc4C(=O)N3C)O2)CC1	-2.7	0.1	5.3	-4.5	-1.1	nt	11.6	-12.1
CCOC(=O)CCc1c(C)c2ccc(OCc3cc([N+](=O)[O-])ccc3OC)c(C)c2oc1=O	-1.9	-0.1	nt	2.6	nt	nt	-8.2	nt
COc1ccc(OC)c(NC(=O)C2(C)CCN2C(=O)Cc2ccc(Cl)cc2Cl)c1 (stereo unspecified)	-1.8	0.0	-11.1	-43.6	-2.7	1.4	-12.9	nt
Cc1ccc(CC(=O)Nc2ccc(Cl)cn2)cc1	1.3	0.1	-5.9	1.9	?	-1.5	1.7	-6.4
COc1ccc(CN(C)C[C@H]2Oc3ccc(NS(C)(=O)=O)cc3C(=O)N([C@@H](C)CO)C[C@H]2C)cc1	0.7	0.3	-2.9	15.5	-1.5	-1.3	6.5	-4.0
COc1cccc(-c2ccc([C@H]3[C@@H](CO)N4CCCCN(C(=O)c5ccc6c(c5)OCO6)C[C@@H]34)cc2)c1	5.4	-0.1	-15.2	-10.8	nt	-2.3	-15.4	-0.7
Cn1ccc(C(=O)Nc2sc3c(c2C#N)CCC3)n1	-2.3	0.1	-12.2	4.0	8.2	-0.5	-17.0	-3.9
C[C@@H]1CCCCO[C@H](CN(C)C(=O)Cc2ccccc2)[C@@H](C)CN([C@H](C)CO)C(=O)c2cc(N(C)C)ccc2O1	-1.6&2.4	0.1&0.3	0.5&0.3	-3.3&-3.5	-7.0&-12.1&13.0	-1.9&3.8&-3.1	-13.7	12.2
Cc1ccc(S(=O)(=O)/N=C(/c2ccccc2)N(C)c2ccc(O)cc2)cc1	2.0	-0.1	nt	-0.7	nt	-3.1	-14.3	-3.7
OCCN1CN(c2ccccc2)C(=S)N(c2ccccc2)C1	-4.9	0.1	nt	27.5	nt	0.0	-61.1	nt
C#CCOCCOCCOCCNc1nc(N2CCOCC2)nc(N2CCN(C(=O)[C@H]([C@@H](C)CC)n3cc([C@@H](N)CC(C)C)nn3)CC2)n1	nt	0.0	13.4	-28.0	5.3	-0.8	-3.5	2.5
C[C@@H]1CN([C@H](C)CO)C(=O)c2cc(NC(=O)Nc3ccc4c(c3)OCO4)ccc2O[C@@H](C)CCCCO[C@@H]1CN(C)Cc1ccc(C(=O)O)cc1	-1.5	-0.3	-0.4	-11.9	-1.6	-1.7	5.3	2.3
Cc1[nH]cc(Br)c(=O)c1Oc1ncc(C(F)(F)F)cc1Cl	1.4	0.1	-14.8	-4.8	-2.7	-1.2	2.5	nt
S=C(NC1CCCC1)NC1CCCC1	1.8	0.0	nt	-2.8	nt	0.2	6.1	-11.5
CN(C)C(=O)[C@H]1[C@H](CO)[C@H]2Cn3c(ccc(-c4ccccc4F)c3=O)[C@@H]1N2C(=O)c1ccncc1	1.0	0.3	-20.5	19.5	-0.6	3.2	7.4	-7.1
Cc1noc(C)c1S(=O)(=O)Nc1ccc2c(c1)CC(=O)N([C@H](C)CO)C[C@H](C)[C@@H](CN(C)Cc1ccc(C(F)(F)F)cc1)O2	1.1	nt	7.2	nt	4.5	-2.2	1.3	-0.4
Oc1cccc2oc(=S)[nH]c12	11.6	2.2	5.0	-2.7	-2.8	-1.6	-11.0	4.3
COc1cc2ncnc(NCc3ccc(C)o3)c2cc1OC	0.3	0.0	nt	2.8	nt	-3.0	-3.4	1.7
Cc1ccc(N(CC(=O)NCc2ccccc2)C(=O)CCC(=O)Nc2nccs2)cc1	1.0	0.0	-10.7	2.2	0.1	0.6	-17.7	-5.3
CCOc1ccccc1NC(=O)CC1(CC(=O)N2CCOCC2)CCCC1	-1.0	-0.1	-2.6	12.1	nt	-4.8	-0.8	-1.7
COc1ccccc1C(=O)Nc1ccc(S(=O)(=O)Nc2onc(C)c2C)cc1	3.3	0.0	nt	4.2	nt	2.7	0.2	-2.4
C[C@@H]1CN([C@H](C)CO)C(=O)c2cc(NS(=O)(=O)c3ccccc3)ccc2O[C@@H](C)CCCCO[C@@H]1CN(C)CC1CC1	-0.8	0.4	8.1	5.9	8.6	2.0	44.6	-2.1
COc1ccc(NC(=S)Nc2ccccc2)c(OC)c1	-4.0	0.3	nt	20.8	nt	3.6	-10.8	-2.6
C[C@H]1CN([C@@H](C)CO)C(=O)CCCn2nncc2CO[C@@H]1CN(C)C(=O)Nc1ccc2c(c1)OCO2	7.4&-3.1	0.4&-0.1	3.4&-3.4	5.9&6.0	-2.1&-2.0	0.3&5.4	-15.0&0.4	0.4
CC1CCN(c2c(NCC3CCC(C(=O)NCc4ccccc4)CC3)c(=O)c2=O)CC1 (stereo unspecified)	-1.0	0.0	-5.7	nt	-8.0	0.5	-17.7	6.2
CC(=O)c1ccc(C(=O)NC2CCCN(Cc3ccc(Cl)cc3)C2)s1 (stereo unspecified)	-3.1	0.2	-1.2	1.6	-8.6	0.8	-62.8	-6.1
CCCN(CC1CC1)C(=O)CSc1ncnc2sccc12	6.1	-0.5	nt	4.9	nt	1.8	-25.9	-6.6
COc1ccc(C(Nc2ccc(S(=O)(=O)N3CCOCC3)cc2)C(=O)NCCC(C)C)cc1OC (stereo unspecified)	-1.4	-0.1	-9.7	-11.2	-1.1	1.4	4.7	-18.3
COc1cc(SC)ccc1C(=O)Nc1cc(C)ccn1	nt	0.0	nt	15.8	-21.2	nt	nt	-0.7
CC(=O)c1ccc(OCc2cc(C(=O)N(C)C3CCOC3)no2)cc1 (stereo unspecified)	-0.6	0.1	4.9	0.5	61.2*	2.2	-4.6	19.1
Cc1cc(C)cc(N2C(=O)CC(Sc3nnnn3-c3ccccc3)C2=O)c1 (stereo unspecified)	0.7	nt	-0.1	3.3	-2.8	-7.1	-5.1	3.8
CO[C@H]1CN(C)C(=O)c2ccc(NC(=O)Nc3cccc(F)c3)cc2OC[C@H](C)NC[C@H]1C	-12.1	0.5&0.2	3.8	17.5&1.8	2.3	-1.5	-0.4	6.8
CC(NC(=O)C1CCCCC1)C(c1cccs1)N1CCOCC1 (stereo unspecified)	0.8	0.8	-4.8	nt	-14.8	1.0	-14.2	-12.7
COc1cc(/C=N/N2CCN(Cc3ccc(Cl)cc3)CC2)ccc1OC(C)=O	nt	0.2	4.4	4.3	1.1	1.8	-27.2	2.6
Cc1ccc(-c2nn(-c3cc(N4CCNCC4)ccc3[N+](=O)[O-])c(=O)c3ccccc23)cc1	-0.8	-0.1	nt	-3.9	nt	-2.6	-6.8	4.5
Cn1cccc1Cc1nnc(SCC(=O)N2CCCC2)n1CCc1ccccc1	0.0	0.1	-2.3	0.8	-2.3	4.7	-9.2	5.1
Cc1ccc(S(=O)(=O)Nc2ccc3c(c2)C(=O)N([C@@H](C)CO)C[C@H](C)[C@@H](CN(C)C(=O)CCCN(C)C)OCCCC[C@H](C)O3)cc1	-1.4	0.3	-2.1	20.4	-2.0	0.2	32.0	-5.8
C/C=C/c1ccc2c(c1)O[C@@H](CN(C)Cc1ccncc1)[C@@H](C)CN([C@@H](C)CO)S2(=O)=O	-0.1	-0.7	-2.5	0.9	-5.7	-0.2	6.1	-4.7
Cc1ccc(S(=O)(=O)/N=C(/c2ccccc2)N2CCOCC2)c(C)c1	12.9	0.2	nt	22.0	nt	1.0	-0.5	nt
COc1ccccc1N(C)S(=O)(=O)c1ccc(C(=O)N2CCC(C(N)=O)CC2)cc1	-1.0	nt	-3.2	2.8	0.8	nt	-2.8	-0.6

3 of the compounds above, with values under each structure:
Results follow in this order: ERAP1 HTS inh	XiGFP reactiv	RAD54 inh	GSIS activator	esBAF inh	CFTR F508del cor	RAD52 inh	ARNT TACC3 PPI
> C[C@@H]1CN([C@H](C)CO)C(=O)c2cc(NC(=O)Nc3ccc4c(c3)OCO4)ccc2O[C@@H](C)CCCCO[C@@H]1CN(C)Cc1ccc(C(=O)O)cc1
→ -1.5	-0.3	-0.4	-11.9	-1.6	-1.7	5.3	2.3
> Cc1ccc(S(=O)(=O)/N=C(/c2ccccc2)N2CCOCC2)c(C)c1
→ 12.9	0.2	nt	22.0	nt	1.0	-0.5	nt
> COc1ccccc1C(=O)Nc1ccc(S(=O)(=O)Nc2onc(C)c2C)cc1
→ 3.3	0.0	nt	4.2	nt	2.7	0.2	-2.4
